High-throughput results deposited in PubChem BioAssay by National Center for Advancing Translational Sciences (NCATS).
EPAC1 antag = antagonists of human EPAC1; EPAC1 GEF assay, Rap1b-BODIPY-GDP exchange fluorescence; 360,000 tested, 0.14% active; AID 720709; Potency, µM (series often up to 115 µM), for the others: at the top dose activity change, negative = inhibition, most hits filed as inhibitors; O95398;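 note: potency is the fitted concentration of half-maximal effect; plate controls were vehicle for no effect and positive control for full effect; nearly all actives have a fitted effect of over 50% in size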
Target sequence (O95398 whole entry, looked up): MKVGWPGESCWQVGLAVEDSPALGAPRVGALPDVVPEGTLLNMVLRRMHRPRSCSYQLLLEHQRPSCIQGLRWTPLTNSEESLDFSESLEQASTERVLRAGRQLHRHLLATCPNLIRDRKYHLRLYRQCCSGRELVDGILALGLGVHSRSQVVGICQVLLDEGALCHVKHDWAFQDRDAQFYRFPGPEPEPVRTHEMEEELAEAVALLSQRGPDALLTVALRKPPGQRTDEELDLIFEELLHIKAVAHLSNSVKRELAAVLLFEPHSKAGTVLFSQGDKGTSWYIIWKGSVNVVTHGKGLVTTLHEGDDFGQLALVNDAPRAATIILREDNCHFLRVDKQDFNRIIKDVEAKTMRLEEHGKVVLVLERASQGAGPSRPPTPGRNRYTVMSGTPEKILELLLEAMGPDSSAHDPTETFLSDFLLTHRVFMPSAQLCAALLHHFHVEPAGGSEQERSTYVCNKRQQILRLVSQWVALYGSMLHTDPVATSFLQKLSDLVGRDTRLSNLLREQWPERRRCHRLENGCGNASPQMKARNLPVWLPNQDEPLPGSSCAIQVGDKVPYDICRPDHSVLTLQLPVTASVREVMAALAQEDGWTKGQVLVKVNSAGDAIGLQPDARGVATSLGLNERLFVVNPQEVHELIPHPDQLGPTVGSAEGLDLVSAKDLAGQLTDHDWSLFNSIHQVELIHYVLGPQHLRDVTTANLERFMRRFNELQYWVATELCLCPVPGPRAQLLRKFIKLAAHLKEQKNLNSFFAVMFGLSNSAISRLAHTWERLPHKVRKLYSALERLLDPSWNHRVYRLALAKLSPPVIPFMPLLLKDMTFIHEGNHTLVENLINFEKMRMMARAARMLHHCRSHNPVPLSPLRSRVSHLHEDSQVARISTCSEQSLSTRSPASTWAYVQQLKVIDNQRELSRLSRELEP
GLP-1R agonist = activates the human GLP-1 receptor. HEK293 GLP-1R CRE-luciferase, luminescence, 4-6 h; cells express a hypersensitive GLP-1R form. Potency, µM (highest dose often 45.6 µM), for inactives: at the top dose activation, actives largely listed as activators. 380,000 tested, 0.007% active. AID 624172; note: potency is the fitted concentration of half-maximal effect; % of control where 0% means no effect
PTHR1 agonist = agonists of human PTHR1 parathyroid hormone receptor; 410,000 tested, 0.075% active; Potency, µM (titrated, usually from 115 µM), for inactives: at the highest dose activation, most hits filed as activators; Q03431; HEK293 GP2 PTHR1 cells, GloSensor cAMP luminescence, 1 h; note: potency is the fitted concentration of half-maximal effect; nearly all actives have a fitted effect of over 55% in size; some results filed as inactive show a strong effect at the top dose; inactives centre near -15; many of its hits are not listed in these tables
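HEK-293-derived GP2 cells expressing PTHR1 and a GloSensor cAMP reporter, 3,000/well, plated overnight, given luciferin plus IBMX (each 0.5 mM as added) for 1 h at 37 °C, then compound for 1 h at 37 °C. Luminescence was read after 15 min at room temperature.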
PLK1 PBD inh = PLK1 (human) polo-box domain binding inhibition; Plk1 PBD binding of FITC phosphopeptide, fluorescence polarization; Potency, µM, for the others: max response, negative = inhibition, hits mostly inhibitors; 360,000 tested, 2.8% active; AID 720504; note: potency is the fitted concentration of half-maximal effect; series mostly up to about 57 µM; % is set by controls: 0 for no effect and ±100 for the full control effect; nearly all actives have a fitted effect of over 65% in size
GLP1R cytotox = cytotoxicity in counter-screen for GLP-1R inverse agonists | HEK293 cAMP-luciferase reporter cells, luminescence, 24 h | Potency, µM (titrated, usually from 38.3 µM), for inactives: at the top dose activity change, negative = inhibition, most hits filed as inhibitors | 410,000 tested, 0.13% active;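 note: loss of luciferase light is scored as toxicity; potency is the fitted concentration of half-maximal effect; % is set by controls: 0 for no effect and ±100 for the full control effect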
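1536-well qHTS counterscreen of the MLSMR; 200 cells/uL, 12 h pre-incubation, 23 nL cpd, 24 h at 37 deg C 5% CO2, luciferase detection reagent, 12 min RT, luminescence. Inhibition = undesired.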
EPAC1 ag = EPAC1 (human) agonism. O95398. EPAC1 agonist qHTS, biochemical assay; response scale: 100% = response to 6.5 mM cAMP. Potency, µM (top dose mostly 154 µM), inactives show at the highest dose activation, most hits filed as activators. 360,000 tested, 0.073% active; note: potency is the fitted concentration of half-maximal effect; nearly all actives have a fitted effect of over 60% in size
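Compounds were pinned as a concentration titration into mixtures of EPAC1 (100 nM), BODIPY-GDP-loaded Rap1B (250 nM) and GDP (50 uM). After 5 min at room temperature, fluorescence was followed for 30 min; activity was scaled to 6.5 mM cAMP.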
PI5P4Ka inh = inhibitors of human PI5P4K alpha | P48426 | PI5P4Kalpha enzyme, ADP-Glo luminescence, 60 min; hits give low values | max response, % | 330,000 tested, 1.2% active | AID 652105; active = max response of -50% or lower; inconclusive = between -30% and -50%; inactive = -30% or higher; note: value at the top dose of about 77 µM; % is set by controls: 0 for no effect and ±100 for the full control effect
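qHTS, 1536-well: enzyme/substrate mix, compound by pin tool, 5 microM ATP final; RT 60 min; ADP-Glo reagents 1 (45 min) then 2 (30 min); luminescence.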
IL2 activator = IL-2 activation; IL-2 activation reporter assay, cell-based qHTS; stimulated with anti-CD3/CD4/CD28 beads; in transgenic mouse T cells; activation, % (series mostly up to about 46 µM); AID 652025; 360,000 tested, 0.065% active; in the data active = activation above about 50%; inconclusive = mostly about 30% to 49%; note: 0% is about no effect
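Using fluorescent plate cytometry, EGFP and DsRed are detected in transgenic mouse T cells stimulated 18 h at 37 degrees C with antibody-coated beads after 60 min compound pretreatment.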
GLP1R inv ag = inverse agonists of human GLP-1 receptor; 410,000 tested, 1.6% active; HEK293 GLP-1R CRE-luciferase, luminescence, 24 h; GLP-1R form is constitutively active; P43220; AID 624417; Potency, µM (top dose mostly 38.3 µM), for inactives: at the highest dose activity change, negative = inhibition, usual class: inhibitors; note: potency is the fitted concentration of half-maximal effect; % is set by controls: 0 for no effect and ±100 for the full control effect; nearly all actives have a fitted effect of over 55% in size
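HEK293 cells stably co-expressing constitutively active GLP-1R and a cAMP-responsive luciferase reporter were seeded in DMEM with 10% Nu serum, given compounds after 12 h, and incubated 24 h at 37 deg C. Luminescence was then read.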
* hit, by the source's call; i = inactive; ? = inconclusive; . = not tested or not shown; [ ] = another dose, or the depositor's remark. Unless noted, calls come from the whole dose curve; as a rule, active = well fitted curve in the direction sought with a large enough effect; inconclusive = small, poorly fitted or top-dose-only effect, or another doubt; inactive = no such curve, though single readings can be large; an effect the other way counts as inactive or inconclusive. Some of the compounds tested; the hit share may differ from the screen's.

SMILES	EPAC1 antag	GLP-1R agonist	PTHR1 agonist	PLK1 PBD inh	GLP1R cytotox	EPAC1 ag	PI5P4Ka inh	IL2 activator	GLP1R inv ag
COC(=O)Cn1c2ccc(OC)cc2c2nc3ccccc3nc21	-3%	0%	i	-13%	4%	0%	-2	2.4	4%
Cc1cc(-c2nnc3sc(-c4ccc(Cl)cc4Cl)nn23)n[nH]1	4%	0%	-5%	-11%	-6%	0%	-15	0.2	-6%
COc1ccc(OC)c(C2CC(=O)N3CN(c4ccccc4)CSC3=C2C#N)c1 (stereo not drawn)	-14%	10%	-18%	27µM*	8%	-11%	-85*	-2.7	-3%
COc1ccc(-c2noc(CN3CCCC(OCc4ccccn4)C3)n2)cc1 (stereo not drawn)	15%	7%	-19%	-6%	5%	4%	4	-3.5	-21%
Cc1ccc(C2C(C(=O)c3cccs3)=C(O)C(=O)N2c2ccc(S(N)(=O)=O)cc2)cc1 (stereo not drawn)	-1%	-2%	i	2%	5%	4%	3	5.5	14%
CN(C)c1ncnc2c1ncn2[C@H]1CN(Cc2ccccc2)C[C@@H](CO)O1	2%	5%	i	-6%	1%	-23%	3	-0.5	21%
c1ccc(Cn2nnc3c(NCc4ccc5c(c4)OCO5)nc(C4CC4)nc32)cc1	10%	-1%	-26%	-4%	-12%	-1%	-1	1.1	-25%
C/C(=N/N1CCN(Cc2cccc3ccccc23)CC1)c1ccco1	-1%	17%	-19%	-6%	7%	-10%	4	-1.1	?
C=CCNCCCCOc1c(Cl)cc(C)cc1Br	4%	-5%	i	2%	2%	-5%	2	-1.1	-8%
COc1ccc(CC(=O)Nc2ccccc2C(=O)N2CCOCC2)cc1OC	12%	-2%	i	-5%	-21%	-3%	-1	0.5	9%
Cc1cc(/C=N/NC(N)=O)c(C)n1-c1ccc(F)cc1	-8%	1%	-6%	-4%	-2%[7.66 µM]	0%	-12	1.0	27%[7.66 µM]
c1ccc(-c2nc(CSc3nnnn3-c3ccccc3)cs2)cc1	-6%	18%	-19%	-5%	5%	20%	.	4.0	-16%
O=C(c1cccs1)C1C(c2ccc(Br)cc2)NC(=S)NC1(O)C(F)(F)F (stereo not drawn)	-19%	-4%	i	-15%	-25%	3%	-5	2.9	?
COc1cc2[nH]c(C(=O)N(C)C3CCS(=O)(=O)C3)cc2c(OC)c1OC (stereo not drawn)	-14%	-3%	-7%	-10%	-10%	-11%	-6	-3.5	9%
CC1CCCCN1C(=O)COC(=O)c1cc(-c2cccs2)nn1-c1ccccc1 (stereo not drawn)	-5%	15%	-15%	-3%	5%	8%	0	1.2	?
COc1ccc(-n2c(Cc3cccn3C)nnc2SCC(=O)Nc2ccc3c(c2)OCO3)cc1	?	4%	0%	-7%	-10%	5%	8	0.1	2%
O=C(CSc1nnc(NCc2ccccc2)s1)NC1CCS(=O)(=O)C1 (stereo not drawn)	-1%	0%	0%	-1%	-25%	11%	-1	-0.1	-2%
O=C(NCCC(c1ccccc1)c1ccco1)c1cccs1 (stereo not drawn)	0%	0%	-13%	2%	4%	3%	3	-0.6	?
CN(C)c1ccc(C2C3=C(CCCC3=O)OC3=C2C(=O)CCC3)cc1	-12%	-8%	i	-4%	-8%	-2%	-18	1.0	13%
CC1C/C(=N/NC(=O)c2cccc(F)c2)c2ccc(O)cc2C1 (stereo not drawn)	7%	-4%	i	-8%	-16%	7%	.	3.1	-1%
Cc1cc(C)c(NS(=O)(=O)c2ccc3c(c2)n(C)c(=O)n3C)c(C)c1	-7%	-5%	i	-9%	3%	9%	3	0.0	-8%
COc1ccc(-c2nnn(CC(=O)N(CC(=O)NC3CCCC3)Cc3ccco3)n2)cc1OC	-12%	11%	i	1%	4%	-6%	-9	-1.2	3%
O=C(c1ccc(F)cc1)N1CCC(C(=O)N2CCN(S(=O)(=O)c3cccc(F)c3)CC2)CC1	14%	-15%	-54%[inhibitor]	-7%	1%	-6%	7	5.5	-2%
CCOc1ccc(NC(=O)COc2ccc(C(=O)NC3CCCc4ccccc43)cc2OC)cc1 (stereo not drawn)	-5%	0%	-45%[inhibitor]	-1%	20%	5%	1	0.1	0%
Cc1ccccc1Nc1nc(N)nc(CSc2nnc3sc4ccccc4n23)n1	7%	13%	i	2%	-25%	5%	-7	-0.9	0%

The listing continues:
SMILES	EPAC1 antag	GLP-1R agonist	PTHR1 agonist	PLK1 PBD inh	GLP1R cytotox	EPAC1 ag	PI5P4Ka inh	IL2 activator	GLP1R inv ag
Cc1ccc(S(=O)(=O)N2CCOCC2)cc1C(=O)OCC(=O)NCc1ccccc1	12%	11%	i	-7%	-9%	9%	-6	-1.6	-7%
CCOC(=O)C1(Cc2cccc(Cl)c2)CCCN(C(=O)c2occc2C)C1 (stereo not drawn)	-4%	3%	-23%	27µM*	5%	5%	3	-5.5	11µM*
O=C(Nc1cccc(-c2nc3ncccc3o2)c1)c1ccc2c(c1)OCO2	-8%	4%	i	27µM*	-25%	-1%	0	3.1	-15%
CCCCn1c(N)c(N(CC(C)C)C(=O)c2cccc(S(=O)(=O)N(CC)c3ccccc3)c2)c(=O)[nH]c1=O	4%	-6%	i	-4%	-20%	-22%	-5	-2.7	22%
O=C(O)/C=C/c1cccnc1	14%	0%	i	1%	-1%	2%	0	-3.5	-13%
O=C(O)C1CCCN1C(=O)C12CC3CC(CC(C3)C1)C2 (stereo not drawn)	0%	-2%	-14%	-6%	4%	8%	-1	-3.0	14%
Cc1cccc(C)c1Nc1nc2ccccc2nc1NS(=O)(=O)c1ccccc1	.	-5%	-77%[inhibitor]	.	2%	.	.	.	-28%
C=Cc1ccc(CC2(C)C(=O)Nc3ccc(-c4cccnc4)cc32)cc1 (stereo not drawn)	7%	-2%	-3%	0%	-14%	-10%	-3	-0.2	?
COc1ccc(C(=O)CC2(O)C(=O)N(Cc3ccccc3Cl)c3ccccc32)cc1 (stereo not drawn)	.	4%	-11%	.	-8%	.	.	.	?
CCCCCC(=O)N1CCN(c2ccc(C(C)=O)cc2F)CC1	-4%	-3%	-78%[inhibitor]	0%	-19%	-4%	0	-2.4	-8%
O=C(Nc1ccccc1)C1CCCCC1	6%	-7%	-3%[57.5 µM]	-1%	-21%	-3%	.	1.0	8%
CCOP(=O)(OCC)C(NC(=O)c1cccs1)C(F)(F)F (stereo not drawn)	13%	7%	-1%	-30%	-12%	6%	-3	-0.4	0%
CCCCCCn1cc(CN(C)C2CN(Cc3cn(CCCCCC)nn3)S(=O)(=O)C2)nn1 (stereo not drawn)	3%	-3%	-14%	-4%	-7%	-5%	-3	0.2	13%
COc1cc(C(C)=O)ccc1OC(=O)c1cc2cccc(OC)c2oc1=O	-3%	-5%	i	?	-4%	1%	-9	1.9	11%
Cc1ccc(S(=O)(=O)N2CCSC2C(=O)O)cc1 (stereo not drawn)	-4%	-9%	?	-3%	8%	0%	-1	-1.0	4%
CCC(C(=O)NCCc1c[nH]c2cc(OC)ccc12)c1ccccc1 (stereo not drawn)	-12%	10%	-17%	-5%	0%	-3%	-8	-0.5	?
Cc1ccc(NC(=O)CN(C)Cc2ccc(F)cc2)c([N+](=O)[O-])c1	-5%	?	-25%	-7%	-3%	7%	3	-0.3	-28%
CCOC(=O)[C@@H]1[C@H]2COc3cc(OC)ccc3[C@@H]2N2C(=O)N(c3ccc(F)cc3)C(=O)[C@@]12C	-10%	-5%	-13%	2%	17%	-8%	-2	-2.3	5%
CCN(CC)C(=O)c1ccc2nc([C@@H]3O[C@H](CO)[C@H](O)[C@H](O)[C@H]3O)[nH]c2c1	11%	-2%	-19%	-5%	2%	2%	-8	-0.2	26%

Already shown: entries from further up.
SMILES	EPAC1 antag	GLP-1R agonist	PTHR1 agonist	PLK1 PBD inh	GLP1R cytotox	EPAC1 ag	PI5P4Ka inh	IL2 activator	GLP1R inv ag
Cc1ccc(S(=O)(=O)N2CCOCC2)cc1C(=O)OCC(=O)NCc1ccccc1	12%	11%	i	-7%	-9%	9%	-6	-1.6	-7%
CCOC(=O)C1(Cc2cccc(Cl)c2)CCCN(C(=O)c2occc2C)C1 (stereo not drawn)	-4%	3%	-23%	27µM*	5%	5%	3	-5.5	11µM*
O=C(Nc1cccc(-c2nc3ncccc3o2)c1)c1ccc2c(c1)OCO2	-8%	4%	i	27µM*	-25%	-1%	0	3.1	-15%
CCCCn1c(N)c(N(CC(C)C)C(=O)c2cccc(S(=O)(=O)N(CC)c3ccccc3)c2)c(=O)[nH]c1=O	4%	-6%	i	-4%	-20%	-22%	-5	-2.7	22%
O=C(O)/C=C/c1cccnc1	14%	0%	i	1%	-1%	2%	0	-3.5	-13%
O=C(O)C1CCCN1C(=O)C12CC3CC(CC(C3)C1)C2 (stereo not drawn)	0%	-2%	-14%	-6%	4%	8%	-1	-3.0	14%
Cc1cccc(C)c1Nc1nc2ccccc2nc1NS(=O)(=O)c1ccccc1	.	-5%	-77%[inhibitor]	.	2%	.	.	.	-28%
C=Cc1ccc(CC2(C)C(=O)Nc3ccc(-c4cccnc4)cc32)cc1 (stereo not drawn)	7%	-2%	-3%	0%	-14%	-10%	-3	-0.2	?
COc1ccc(C(=O)CC2(O)C(=O)N(Cc3ccccc3Cl)c3ccccc32)cc1 (stereo not drawn)	.	4%	-11%	.	-8%	.	.	.	?
CCCCCC(=O)N1CCN(c2ccc(C(C)=O)cc2F)CC1	-4%	-3%	-78%[inhibitor]	0%	-19%	-4%	0	-2.4	-8%
O=C(Nc1ccccc1)C1CCCCC1	6%	-7%	-3%[57.5 µM]	-1%	-21%	-3%	.	1.0	8%
CCOP(=O)(OCC)C(NC(=O)c1cccs1)C(F)(F)F (stereo not drawn)	13%	7%	-1%	-30%	-12%	6%	-3	-0.4	0%
